Compound activity: PubChem, National Center for Advancing Translational Sciences (NCATS)
p53 reactivator – mutant p53 re-activation in reporter cells; AID 504706; H1299 p53-A138V BP100-luciferase reporter, luminescence, 24 h; hit rate 0.063% among 320,000; Potency, µM (titrated, usually from 92.2 µM), inactives show at the top dose activity change, positive = activation, usual class: activators; further: potency means the concentration at half of the fitted maximal effect; % of control where 0% means no effect; nearly all actives have a fitted effect of over 45% in size
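p53-null H1299 cells stably carrying temperature-sensitive p53-A138V and a BP100-luciferase reporter were pinned with compounds (4-point, 1:5 series) and held 24 hrs at 37 deg C. Luminescence was read 10 min after detection reagent.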
Rab9 prom act – activates the Rab9 promoter. Huh7 Rab9 promoter-luciferase reporter, luminescence, 24 h. Potency, µM (highest dose often 9.22 µM), for inactives: at the highest dose activation, negative = inhibition, actives largely listed as activators. hit rate 2.8% among 320,000. AID 485297; further: potency means the concentration at half of the fitted maximal effect; % of control where 0% means no effect; nearly all actives have a fitted effect of over 60% in size
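Promoter activation is measured as luciferase luminescence in Huh7 cells stably transfected with a Rab9 promoter–luciferase construct, following 24 h compound exposure at 37 °C and 10 min reagent incubation at ambient temperature.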
NPC1 promoter act – NPC1 promoter activation | Huh7 NPC1 promoter luciferase reporter, 24 h | Potency, µM (top dose mostly 9.22 µM), without a hit: at the top dose activation, hits mostly activators | hit rate 2.4% among 320,000;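 further: potency means the concentration at half of the fitted maximal effect; % of control where 0% means no effect; nearly all actives have a fitted effect of over 60% in size; reporter is driven by a mutant NPC1 promoter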
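Luminescence read-out of NPC1 promoter-driven luciferase in stably transfected Huh7 cells; compounds delivered in DMSO and left 24 h at 37C, 5% CO2, qHTS titration format.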
RORg inh – blocks mouse ROR gamma transcriptional activity; P51450; Drosophila S2 Gal4-RORgamma UAS-luciferase reporter, 20 h; Potency, µM (doses to about 53.6 µM), for the others: at the highest dose activity change, negative = inhibition, actives largely listed as inhibitors; hit rate 5.4% among 310,000; AID 2551; further: potency means the concentration at half of the fitted maximal effect; on the % scale 0 is the no-effect control and ±100 the full control effect; nearly all actives have a fitted effect of over 60% in size
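Using a luciferase readout, inhibitors were identified by reduced reporter activity in Drosophila cells coexpressing a copper-inducible Gal4–ROR gamma fusion and UAS-driven Photinus luciferase, incubated 20 hr after 700 uM copper sulfate.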
BRCA1 expr act – activators of BRCA1 expression; MCF7-BRCA1-FFLuc reporter, luminescence, 48 h; response scale: scaled: vehicle 0%, 10 µM genistein 100%; Potency, µM (titrated, usually from 46.1 µM), without a hit: at the highest dose activation, actives largely listed as activators; hit rate 1.1% among 380,000; AID 624202; further: potency means the concentration at half of the fitted maximal effect; nearly all actives have a fitted effect of over 80% in size; some results filed as inactive show a strong effect at the top dose
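Cells: MCF7-BRCA1-FFLuc, 2000/well. Exposure: 48 h, 37 °C, 5% CO2. Read: luminescence, 15 min post-substrate. Controls: genistein 10 microM (maximal activation), DMSO (neutral).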
FLuc counter – firefly luciferase modulation, counter-screen for miR-21 project; purified FLuc, Km substrates, luminescence inhibition; Potency, µM (doses to about 57.5 µM), inactives show top-dose activity change, negative = inhibition, hits mostly inhibitors; hit rate 6.9% among 360,000;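 further: potency means the concentration at half of the fitted maximal effect; plate controls were vehicle for no effect and reference inhibitor for full effect; nearly all actives have a fitted effect of over 55% in size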
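Purified P. pyralis luciferase, 10 nM final, with Km-level 10 uM D-luciferin and 10 uM ATP in 50 mM Tris acetate pH 7.5, 10 mM Mg acetate, 0.01% Tween-20, 0.05% BSA; 6-point qHTS titration about 60 µM downward; luminescence read.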
Menin MLL FP TR – inhibitors of human menin-MLL interaction, mutant MLL peptide | O00255 | Menin + Texas Red MLL mutant peptide, fluorescence polarization | AID 1768 | Potency, µM (top dose mostly 61.6 µM), for inactives: at the top dose FP activity change, negative = inhibition, usual class: inhibitors | hit rate 0.23% among 270,000; active means well fitted inhibition curve with a large enough effect in the polarisation, with a control signal flat, not every such curve was filed as active; inconclusive means small, poorly fitted or top-dose-only effect, or effect the other way, or a change in a side signal; inactive means no such curve, though single readings can be large or run the other way; the % refers to the polarisation; further: potency means the concentration at half of the fitted maximal effect; % of control where 0% means no effect; many of its hits are not listed in these tables
Target sequence (O00255 whole entry, looked up): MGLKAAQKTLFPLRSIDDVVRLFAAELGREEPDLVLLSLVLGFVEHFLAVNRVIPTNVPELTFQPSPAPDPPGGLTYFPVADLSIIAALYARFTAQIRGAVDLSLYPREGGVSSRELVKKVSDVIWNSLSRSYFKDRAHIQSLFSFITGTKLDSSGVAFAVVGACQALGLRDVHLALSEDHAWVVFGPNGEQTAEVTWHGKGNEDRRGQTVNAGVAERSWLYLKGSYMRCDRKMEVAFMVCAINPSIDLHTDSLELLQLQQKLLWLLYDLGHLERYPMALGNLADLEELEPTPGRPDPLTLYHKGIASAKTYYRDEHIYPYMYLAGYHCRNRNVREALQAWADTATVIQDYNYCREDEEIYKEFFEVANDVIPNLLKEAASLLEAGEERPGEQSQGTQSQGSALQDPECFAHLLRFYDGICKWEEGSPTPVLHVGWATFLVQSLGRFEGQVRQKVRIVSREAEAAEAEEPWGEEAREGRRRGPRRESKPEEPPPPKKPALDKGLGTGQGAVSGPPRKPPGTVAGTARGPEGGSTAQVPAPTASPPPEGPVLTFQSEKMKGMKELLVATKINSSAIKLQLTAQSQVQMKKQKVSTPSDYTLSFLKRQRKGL
ELG1 genotox – genotoxicity induction in ELG1-luciferase HEK293T cells; HEK293T ELG1-luciferase reporter, luminescence, 16 h; Potency, µM (series often up to 46 µM), for the others: at the highest dose activity change, positive = activation, usual class: activators; hit rate 1.3% among 330,000; AID 504466; further: potency means the concentration at half of the fitted maximal effect; % of control where 0% means no effect; nearly all actives have a fitted effect of over 60% in size
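Step 1: seed 2,000 HEK293T ELG1-luciferase cells per well. Step 2: add compound or DMSO, incubate 16 hr at 37 °C. Step 3: ONE-Glo, 30 min at room temperature, read luminescence.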
PKM2 act – increases activity of human pyruvate kinase M2; hit rate 0.34% among 260,000; AID 1631; P14618; purified PKM2, Kinase-Glo ATP luminescence, activation; response scale: 0% is enzyme alone, no compound; Potency, µM (highest dose often 57.5 µM), for the others: top-dose activation, most hits filed as activators; further: potency means the concentration at half of the fitted maximal effect; on the % scale 0 is the no-effect control and ±100 the full control effect; nearly all actives have a fitted effect of over 55% in size
Target sequence (P14618 whole entry, looked up): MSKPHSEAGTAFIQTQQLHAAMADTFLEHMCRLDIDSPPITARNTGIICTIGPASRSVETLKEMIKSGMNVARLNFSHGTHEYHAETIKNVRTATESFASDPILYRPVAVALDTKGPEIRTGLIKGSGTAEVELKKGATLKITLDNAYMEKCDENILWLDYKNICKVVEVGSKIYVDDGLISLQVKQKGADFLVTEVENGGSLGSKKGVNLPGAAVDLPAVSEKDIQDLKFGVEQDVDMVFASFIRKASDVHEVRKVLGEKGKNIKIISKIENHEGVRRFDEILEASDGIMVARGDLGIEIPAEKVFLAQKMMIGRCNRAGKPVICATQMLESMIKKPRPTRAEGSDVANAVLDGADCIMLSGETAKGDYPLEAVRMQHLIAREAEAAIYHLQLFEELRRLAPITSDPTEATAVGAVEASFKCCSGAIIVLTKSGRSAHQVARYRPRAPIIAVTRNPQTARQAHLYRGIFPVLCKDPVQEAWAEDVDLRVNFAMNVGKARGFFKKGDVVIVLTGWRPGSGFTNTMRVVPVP
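ATP formation by purified human PK-M2, quantified via coupled luciferase luminescence after 1 h at room temperature with 0.1 mM ADP and 0.5 mM PEP final.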
Gal4-VP16 FLuc – inhibits Gal4-VP16 luciferase reporter, ROR gamma counter-screen | Potency, µM (titrated, usually from 53.6 µM), for inactives: at the top dose activity, negative = inhibition, actives largely listed as inhibitors | Drosophila S2 Gal4-VP16 UAS-luciferase, luminescence, 20 h | AID 2546 | hit rate 3.5% among 310,000;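 further: Gal4-VP16 expression switched on by copper sulfate through the metallothionein promoter; potency means the concentration at half of the fitted maximal effect; on the % scale 0 is the no-effect control and ±100 the full control effect; nearly all actives have a fitted effect of over 50% in size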
Giardia killer – kills Giardia lamblia; hit rate 0.15% among 340,000; Giardia lamblia trophozoite viability; activity change, % at 7.66 µM, hits read low; in the data active means activity change below about -80%; inconclusive means between about -30% and that limit;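 further: parasites exposed to compound for two days anaerobically before the ATP read; on the % scale 0 is the no-effect control and ±100 the full control effect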
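Compounds were tested on trophozoites seeded at 100 cells/well and held 48 hrs at 37 deg C anaerobically. An ATP-based luminescent kit measured the remaining live cells.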
Starred values were filed as active, the others as inactive; ? = inconclusive; nt = no result given; [ ] = dose if it differs, or a comment. Unless noted, the call rests on the fitted dose curve; in most records, active means well fitted curve in the direction sought with a large enough effect; inconclusive means small, poorly fitted or top-dose-only effect, or another doubt; inactive means no such curve, though single readings can be large; an effect the other way counts as inactive or inconclusive. An excerpt; rates above refer to the full screens.

compound	RORg inh	PKM2 act	BRCA1 expr act	FLuc counter	p53 reactivator	Rab9 prom act	Gal4-VP16 FLuc	Menin MLL FP TR	NPC1 promoter act	ELG1 genotox	Giardia killer
COc1ccc(C(=O)N/N=C(\c2ccccc2)c2ccccn2)cc1	0.71µM*	-2%	-85%	?	?	-39%[inhibitor]	0.5µM*	-14%	-19%	?	-6
CCOC(=O)C(Cc1c[nH]c2ccccc12)NC(=O)c1ccco1 (configuration not stated)	8%	-2%	3%	21µM*	1%	-10%	-3%	-2%	1%	20%	5
CCN1CCN(c2oc(COc3ccc(-c4ccccc4)cc3)nc2C#N)CC1	?	-9%	-26%	?	?	-9%	0%	3%	3%	-8%	24
COc1ccc(OC)c(S(=O)(=O)N2CCCC(C(=O)NCCc3ccccc3)C2)c1 (configuration not stated)	?	1%	-6%	1%	-5%	15%	4%	nt	-2%	-5%	-13
COC(=O)C1=C(C)N(C)C(=O)NC1c1cc(Cl)c(O)c(OC)c1 (configuration not stated)	22%	7%	3%	1%	-2%	-4%	-9%	-2%	-3%	0%	12
CC(=O)Nc1ccc(O)cc1[N+](=O)[O-]	7%	-3%	-14%	3%	0%	1%	3%	25%	-9%	0%	14
O=C(NC1CC1)C1=C[C@@H](c2csc3ccccc23)C[C@@H](OCc2ccc(CO)cc2)O1	?	?	-10%	0%	-5%	2%	5%	-26%	-2%	1%	-24
CC(=O)C1=C(C)N(c2ccccc2)C(=O)C1(NS(=O)(=O)c1ccc(N)cc1)C(F)(F)F (configuration not stated)	10%	-17%	12%	3%	7%	-3%	0%	-16%	-4%	1%	-6
OC(CNc1nc(C(F)(F)F)nc2ccccc12)c1ccccc1 (configuration not stated)	35%	nt	-30%	-8%	9%	-1%	-3%	nt	-3%	-17%	3
COc1ccc2nc(Nc3nc(CSc4nnnn4-c4ccccc4)cc(=O)[nH]3)nc(C)c2c1	-3%	5%	0%	-18%	-1%	-6%	-4%	0%	1%	-2%	17
CC(OC(=O)c1cc2sccc2n1C)C(=O)NCc1ccc(F)cc1 (configuration not stated)	-12%	-7%	-26%	2%	-3%	-2%	5%	-6%	-1%	4%	-13
O=C1CCCC2=C1C(c1ccsc1)CC(=O)N2c1ccccc1F (configuration not stated)	-14%	-2%	-34%	4%	-1%	0%	-3%	-9%	-6%	0%	17
CCOCC(=O)Nc1nnc(Cc2ccc(OC)cc2)s1	?	-1%	1%	-2%	-10%	7%	2%	-1%	-4%	0%	-6
Cc1ccc(F)c(Oc2cc(NN3CCCCC3)c([N+](=O)[O-])cc2[N+](=O)[O-])c1	-7%	2%	-2%	1%	19%	-5%	-8%	8%	-6%	-3%	-13
COc1ccc(NC(=O)CSc2nc(N)c3cc4c(nc3n2)CCCC4)c(OC)c1	-13%	-2%	23%	12µM*	?	2%	-2%	-5%	15%	4%	5

A different layout for some results above.
CCN1CCN(c2oc(COc3ccc(-c4ccccc4)cc3)nc2C#N)CC1
  RORg inh: ?
  PKM2 act: -9%
  BRCA1 expr act: -26%
  FLuc counter: ?
  p53 reactivator: ?
  Rab9 prom act: -9%
  Gal4-VP16 FLuc: 0%
  Menin MLL FP TR: 3%
  NPC1 promoter act: 3%
  ELG1 genotox: -8%
  Giardia killer: 24

COc1ccc(OC)c(S(=O)(=O)N2CCCC(C(=O)NCCc3ccccc3)C2)c1 (configuration not stated)
  RORg inh: ?
  PKM2 act: 1%
  BRCA1 expr act: -6%
  FLuc counter: 1%
  p53 reactivator: -5%
  Rab9 prom act: 15%
  Gal4-VP16 FLuc: 4%
  Menin MLL FP TR: nt
  NPC1 promoter act: -2%
  ELG1 genotox: -5%
  Giardia killer: -13

3 compounds from above, sorted by molar mass, high to low.
compound	RORg inh	PKM2 act	BRCA1 expr act	FLuc counter	p53 reactivator	Rab9 prom act	Gal4-VP16 FLuc	Menin MLL FP TR	NPC1 promoter act	ELG1 genotox	Giardia killer
CC(OC(=O)c1cc2sccc2n1C)C(=O)NCc1ccc(F)cc1 (configuration not stated)	-12%	-7%	-26%	2%	-3%	-2%	5%	-6%	-1%	4%	-13
O=C1CCCC2=C1C(c1ccsc1)CC(=O)N2c1ccccc1F (configuration not stated)	-14%	-2%	-34%	4%	-1%	0%	-3%	-9%	-6%	0%	17
CC(=O)Nc1ccc(O)cc1[N+](=O)[O-]	7%	-3%	-14%	3%	0%	1%	3%	25%	-9%	0%	14

Going on with the list:
compound	RORg inh	PKM2 act	BRCA1 expr act	FLuc counter	p53 reactivator	Rab9 prom act	Gal4-VP16 FLuc	Menin MLL FP TR	NPC1 promoter act	ELG1 genotox	Giardia killer
Cc1csc2sc(-c3ccnc(SCC(=O)NCc4ccccc4)n3)c(C)c12	28%	3%	-1%	?	7%	-24%	-12%	nt	-28%	12%	15
Cc1nc(NC(=S)NC(=O)c2ccco2)sc1C(=O)N(C)C	23%	-1%	0%	-14%	27%	24%	27%	-2%	21%	12%	6
CN(C(=O)c1coc(=O)c2ccccc12)c1ccccc1Cl	7%	0%	3%	2%	0%	-2%	-17%	-4%	-3%	-6%	-16
CCCCOc1ccc(N=Cc2cccs2)cc1	7%	3%	15%	5.4µM*	-7%	1%	-1%	16%	1%	3%	4
Cc1cc2c(cc1C)/C(=C\C(N)=O)NC(C)(C)C2	-15%	-3%	-1%	1%	0%	3%	-3%	-19%	1%	-8%	11
O=C(NCc1ccccc1)C1COc2ccccc2O1 (configuration not stated)	36%	-9%	72%	?	20%	22%	29%	-3%	14%	11%	2
Cc1[nH]c2ccccc2c1/C=N/Nc1nncn1N	?	-2%	12%	2.1µM*	12%	?	20%[10 µM]	?	6%	?	12
CC(=O)N(C)c1ccc(NC(=S)Nc2ccccc2)cc1	2%	-8%	7%	-3%	16%	-2%	25%	15%	8%	15%	-5
COCCCN1CC(=O)N2C(c3ccc(OC)c(OC)c3)c3[nH]c4ccccc4c3C[C@H]2C1=O (some centres not stated)	28%	nt	-21%	5%	-3%	-3%	-11%	-14%	-4%	-1%	11
O=C1CC(Sc2nnnn2-c2ccccc2)C(=O)N1c1cccc(Cl)c1 (configuration not stated)	3.5µM*	9%	-44%	4%	-20%	0%	3.2µM*	28%	-3%	0%	-9
CCN1C(=O)CC(N2CCN(c3ccc(Cl)cc3)CC2)C1=O (configuration not stated)	4%	-5%	3%	3%	-2%	2%	-7%	-14%	-6%	-7%	-1
COc1cc(C(=O)OCC(=O)N2CCOCC2)c([N+](=O)[O-])cc1OC	-11%	1%	-2%	5%	3%	1%	4%	-6%	-3%	0%	-8
COc1cc(C2C(C#N)=C(N)OC3=C2C(=O)CC(C)(C)C3)ccc1OCCN1CCOCC1 (configuration not stated)	-14%	2%	62%	2%	5%	?	-15%	nt	?	?	5
COc1ccc(Nc2nnc(-c3ccc(C(N)=O)cc3)c3ccccc23)cc1	42%[1.91 µM]	4%	-32%	?	nt	-4%	-6%	?	-2%	-8%	-19
COc1ccc(NC(=O)CN(C)C(=O)CCCNC(=O)c2ccc(Cl)cc2)cc1	nt	nt	50%	?	16%	22%	nt	nt	25%	?	-20

Next entries.
compound	RORg inh	PKM2 act	BRCA1 expr act	FLuc counter	p53 reactivator	Rab9 prom act	Gal4-VP16 FLuc	Menin MLL FP TR	NPC1 promoter act	ELG1 genotox	Giardia killer
CC(Oc1ccc(Cl)cc1Cl)C(=O)NNC(=O)c1ccncc1 (configuration not stated)	nt	nt	-16%	-6%	5%	-1%	nt	nt	6%	-3%	13
O=C(O)COc1ccccc1/C=N/Nc1ccc(S(=O)(=O)Nc2ccc(Cl)cc2)cc1[N+](=O)[O-]	-3%	9%	-2%	?	3%	2%	2%	?	-1%	2%	-8
O=C(c1ccc2c(c1)OCCO2)N1CCN(Cc2ccccc2)CC1	25%	?	-1%	?	16%	4%	3%	-3%	-1%	4%	7
S=C(NNC(=S)Nc1ccccc1)Nc1ccccc1	-16%	nt	?	?	19%	?	?	?	?	5%	21
CC(C)Cn1c(=O)c2ccccc2n2c(SCC(=O)N3c4ccccc4CC3C)nnc12 (configuration not stated)	18%[10 µM]	2%	-3%	9%	-6%	-5%	0%	-8%	-2%	-7%	33[activator]
Cc1c(CN(C)C(=O)c2ccc(Br)o2)cnn1C	-1%	-7%	22%	-17%	0%	0%	-11%	6%	0%	8%	6
CCOc1ccc2nc(N/C(N)=N/C(=S)Nc3cccc(C)c3)nc(C)c2c1	1.6µM*	-6%	-21%	-15%	8%	3%	3.5µM*	-10%	-4%	-2%	-10
CCN(CC)CCOC(=O)c1ccc(N/C=C(/C#N)c2nc(-c3cccc(OC)c3)cs2)cc1	4%	8%	13%	5%	0%	-3%	-14%	nt	-5%	1%	3
